Screening data deposited in PubChem by several laboratories.
IMP-1 inhibitor: inhibitors of Pseudomonas aeruginosa IMP-1 metallo-beta-lactamase. purified IMP-1, nitrocefin hydrolysis, epi-absorbance fluorescence. inhibition, % at 5.6 µM. 0.45% of 290,000 active;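 active = inhibition above the mean plus 3 SD of all compounds in the same screening run, cut at about 4.5% in these data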;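 note: 0% = IMP-1 with DMSO and 100% = DMSO wells lacking enzyme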
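Assay system: purified IMP-1; Quantity: IMP-1 0.2 nM before substrate addition; Medium: HEPES buffer pH 7.1 with ZnSO4 and Brij 35; Incubation: 15 min enzyme–compound preincubation, then 25 min nitrocefin reaction, 25 °C; Signal: fluorescence quenching readout, ex 480/em 530 nm; Controls: DMSO with and without IMP-1; Repeats: singlicate testing.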
CRFBP-R2 block: blocks CRF-induced signaling of the CRF-BP/CRF-R2 complex; AID 588475; inhibition, % at 11.8 µM; 0.59% of 350,000 active; HEK293 CRF-R2/CRF-BP, CRF-induced calcium fluorescence;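 active = inhibition of the ligand-induced calcium signal above about 50% at the single tested concentration, limit read from the data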
IDE act: activators of human insulin-degrading enzyme in cells; HEK cells, FAbeta-B cleavage, fluorescence polarization; 0% vehicle, 100% cell-free pure enzyme wells; activation, % at 5.96 µM; 0.073% of 340,000 active;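 active = activation above the mean of all tested compounds plus 3 SD, set per screening campaign, cut at about 17% in these data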
SUMO HTRF inh: blocks human SUMOylation mediated by UBC9 | P63279 | HTRF SUMOylation assay, SAE1/SAE2 + UBC9, in vitro | inhibition, % at 35 µM | 0.36% of 290,000 active; in the data active = inhibition above about 50%, passing the limit was not always enough; note: strong numbers were not always called active
Target sequence (P63279 whole entry, looked up): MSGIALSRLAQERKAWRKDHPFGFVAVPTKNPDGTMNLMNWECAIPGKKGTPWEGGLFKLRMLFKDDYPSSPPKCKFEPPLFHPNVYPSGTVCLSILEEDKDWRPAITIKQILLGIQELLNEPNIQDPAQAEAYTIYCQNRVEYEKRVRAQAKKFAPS
GalR3 antagonist: blocks the human galanin receptor 3; 0.44% of 360,000 active; AID 651719; inhibition, % at 3 µM; HEK293 GalR3-CNG cAMP membrane potential fluorescence; galR3 body fused to GalR1 C-terminus; O60755;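 active = inhibition above the screen-wide average plus 3 SD, cut at about 13% in these data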;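 note: forskolin and galanin both at EC90 stimulate the cells; cAMP rise reported by CNG channel membrane potential dye signal; 0% = forskolin plus galanin with DMSO and 100% = forskolin alone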
Target sequence (O60755 1-299 limits assumed): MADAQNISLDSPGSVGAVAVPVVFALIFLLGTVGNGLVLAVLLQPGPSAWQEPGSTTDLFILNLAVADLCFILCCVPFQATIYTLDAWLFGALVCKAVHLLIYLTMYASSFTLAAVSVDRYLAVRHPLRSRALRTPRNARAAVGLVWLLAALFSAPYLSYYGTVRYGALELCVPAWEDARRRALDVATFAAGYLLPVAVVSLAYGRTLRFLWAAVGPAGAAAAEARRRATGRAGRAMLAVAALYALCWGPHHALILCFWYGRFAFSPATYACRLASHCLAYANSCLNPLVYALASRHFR
VIM-2 inh: blocks Pseudomonas aeruginosa VIM-2 metallo-beta-lactamase; purified VIM-2, nitrocefin hydrolysis, epi-absorbance fluorescence; inhibition, % at 5.6 µM; 0.89% of 290,000 active; AID 1527;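 active = inhibition above the mean of all tested compounds plus 3 SD, cutoff set per screening run, cut at about 7.5% in these data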;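 note: red hydrolysis product quenches plate fluorescence so inhibitors raise well fluorescence; 0% = enzyme with DMSO and 100% = DMSO without enzyme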
IDE cell inh: cellular human IDE inhibition | inhibition, % at 5.59 µM | 0.41% of 320,000 active | HEK cells, FAbetaB cleavage, fluorescence polarization;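 active = percent inhibition above the average of all tested compounds plus 3 SD, set per screening campaign, cut at about 16% in these data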;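 note: IDE supplied by intact live HEK cells; FP after avidin binding of uncleaved biotin substrate so inhibition keeps polarization high; 0% = DMSO wells and 100% = 60 µM reference IDE inhibitor Ii1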
NS3 helicase inh: blocks Hepatitis C virus NS3 helicase unwinding. NS3 helicase DNA unwinding, Cy5 molecular beacon fluorescence. inhibition, % at 10.9 µM. 0.56% of 290,000 active. AID 1800;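 active = inhibition above the mean of all tested compounds plus 3 SD, set per campaign, cut at about 35% in these data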;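 note: 0% = DMSO wells and 100% = thioflavine S control wells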
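assay system = NS3 helicase fragment of HCV | buffer or medium = MOPS pH 6.5, MgCl2, DTT, Tween20, BSA | timing = 60 min unwinding reaction at 25 °C after ATP addition | signal = Cy5 beacon fluorescence read at start and 1 h | read-out basis = % inhibition of unwinding | control set = low DMSO, high thioflavine S at 110 µM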
pCIP destab: p/CIP protein destabilization. Q05BA5. F442A p/CIP-EGFP cells, EGFP fluorescence, 16 h. decrease of EGFP signal, % at 10 µM. 0.01% of 290,000 active. AID 1984;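 active = EGFP signal decrease of at least 30% at 10 µM or well 3 SD below plate mean, unless failing retest; inactive = the rest, including hits failing retest or dose response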; note: some compounds called inactive have numbers as strong as hits; many of its hits are not listed in these tables
* hit, by the source's call; nt = not tested or not shown.

1) Cc1oc(S(=O)(=O)N2CCCCC2)cc1NC(=O)Nc1ccc(Cl)cc1
2) O=C(Cn1nnc2c(cnn2-c2ccc(F)cc2)c1=O)Nc1ccccc1C(F)(F)F
3) CCN(CC)CCN(Cc1cc2cc3c(cc2[nH]c1=O)OCO3)C(=S)NCCCOC
4) c1ccc2c3c([nH]c2c1)-c1[nH]ncc1CC3
5) O=C(/C=C/c1ccc2c(c1)OCO2)c1cccnc1

compound no.	1	2	3	4	5
IMP-1 inhibitor	-0.8	-2.8	-1.6	-4.9	-2.0
CRFBP-R2 block	-8	2	15	-26	-7
IDE act	1	1	4	-3	2
SUMO HTRF inh	13	24	29	17	1
GalR3 antagonist	-7	-4	-13	-5	-9
VIM-2 inh	-0.8	-1.9	-0.1	6.8	1.4
IDE cell inh	6	-5	3	5	5
NS3 helicase inh	6	-2	-3	-6	2
pCIP destab	-15	-11	-14	-2	-5

6) CCOC(=O)C1CCN(C(=O)COc2ccc(Cl)cc2Cl)CC1
7) Cc1c(C(=O)N2CCCCC2)c(S(=O)(=O)N(C)Cc2ccccc2)c(C)n1C
8) O=C(C1CCN(S(=O)(=O)c2cccs2)CC1)N1CCc2ccccc2C1
9) CC1=C(C(=O)Nc2ccc(C(=O)NC(C)c3ccccc3)cc2)SCCO1 (stereo not drawn)
10) O=C(OCCOCCN=C1NS(=O)(=O)c2ccccc21)c1ccccc1Br

compound no.	6	7	8	9	10
IMP-1 inhibitor	-2.9	-4.2	-1.6	-1.4	0.2
CRFBP-R2 block	2	-2	2	-1	-4
IDE act	3	7	-2	-3	6
SUMO HTRF inh	12	16	15	7	8
GalR3 antagonist	0	2	6	3	-3
VIM-2 inh	-6.2	-7.1	0.7	-3.0	2.4
IDE cell inh	1	5	-2	-2	1
NS3 helicase inh	-6	-1	2	-14	-13
pCIP destab	-6	-1	3	-3	-12

11) COc1ccc(CNC(=O)C(C)N2CCN(c3ccc(C(C)=O)cc3)CC2)cc1 (stereo not drawn)
12) CCN(C(=O)CSc1nnc(-c2ccco2)n1CC)c1c(N)n(Cc2ccccc2)c(=O)[nH]c1=O
13) COc1cc(C(=O)Nc2nc3ccccc3[nH]2)cc(OC)c1OC
14) CSc1nc(NC(C)C)nc(N2CCOCC2)n1
15) COc1ccccc1N(CC(=O)Nc1ccc(S(=O)(=O)N2CCOCC2)cc1)S(C)(=O)=O

compound no.	11	12	13	14	15
IMP-1 inhibitor	-1.4	nt	-1.5	-0.9	1.2
CRFBP-R2 block	3	5	-9	-20	-1
IDE act	3	4	4	1	1
SUMO HTRF inh	-5	nt	10	-5	-5
GalR3 antagonist	-4	-4	2	-1	-7
VIM-2 inh	-2.9	nt	-3.4	-2.7	0.8
IDE cell inh	6	-6	-4	1	3
NS3 helicase inh	-1	nt	7	3	3
pCIP destab	12	nt	-10	0	-4

16) COc1ccccc1C(=O)NCCC(=O)NC(C)CCc1ccccc1 (stereo not drawn)
17) Cc1ccc(S(=O)(=O)CCC(=O)OCC(=O)Nc2ccc(N3CCOCC3)cc2)cc1
18) COc1ccc(-c2cnnc(N/N=C/c3ccc(O)c(OC)c3)n2)cc1
19) CN(C)C(=O)c1ccc2c(c1)n(C)c(=O)n2C
20) COc1ccc(NS(=O)(=O)c2cccc(C(=O)N3CCC3)c2)cc1

compound no.	16	17	18	19	20
IMP-1 inhibitor	nt	nt	0.0	-1.4	nt
CRFBP-R2 block	6	0	32	22	3
IDE act	-1	3	3	-2	0
SUMO HTRF inh	nt	nt	-2	15	nt
GalR3 antagonist	-2	4	-3	0	-4
VIM-2 inh	nt	nt	-2.4	-1.0	nt
IDE cell inh	0	3	0	-1	0
NS3 helicase inh	nt	nt	-21	-3	nt
pCIP destab	nt	nt	-3	-9	nt

21) Cc1cccc(C(=O)n2cnnc2N)c1
22) CC1CCCN(c2ccc3nncn3n2)C1 (stereo not drawn)
23) CN1N=C2c3ccccc3CCC2C1c1ccc(Cl)cc1 (stereo not drawn)
24) O=S(=O)(Nc1nc2ccccc2nc1NCC1CCCO1)c1cccs1 (stereo not drawn)
25) CCN(CCn1cccn1)C(=O)CCc1nnc(CCCc2ccccc2)o1

compound no.	21	22	23	24	25
IMP-1 inhibitor	-1.2	-2.3	-2.4	-2.2	-2.3
CRFBP-R2 block	2	-5	19	13	6
IDE act	-1	-1	13	1	4
SUMO HTRF inh	-6	4	1	3	24
GalR3 antagonist	0	-4	-6	-6	0
VIM-2 inh	-1.2	0.3	-0.1	-0.9	-5.8
IDE cell inh	2	-3	-3	1	3
NS3 helicase inh	4	1	0	0	4
pCIP destab	-2	-4	-2	-2	-2

26) Nc1nc(N2CCN(c3cccc(Cl)c3)CC2)n[nH]1
27) CCC(C)(C)C1CCc2[nH]nc(C(=O)NC3CCCC3)c2C1 (stereo not drawn)
28) Nc1nc(NC(=O)/C=C/c2ccccc2)nn1-c1ccccc1
29) COC(=O)c1[nH]c2cccc(OC)c2c1NC(=O)CCN1CC(C)CC(C)C1 (stereo not drawn)
30) NS(=O)(=O)c1ccc(-n2nc(C(=O)O)cc2-c2ccc(Cl)cc2)cc1

compound no.	26	27	28	29	30
IMP-1 inhibitor	-0.6	nt	-2.2	-2.4	-3.2
CRFBP-R2 block	-8	0	1	11	-23
IDE act	6	3	2	-2	4
SUMO HTRF inh	-12	nt	-6	15	10
GalR3 antagonist	3	-2	8	-5	-3
VIM-2 inh	0.2	nt	-3.0	-5.0	-3.4
IDE cell inh	2	-3	9	3	6
NS3 helicase inh	2	nt	-4	5	-9
pCIP destab	-6	nt	1	3	-1

31) COc1ccccc1N1CCN(C(=O)c2cccc(N3C(=O)NC4CC3(C)Oc3ccccc34)c2)CC1 (stereo not drawn)
32) Cc1ccc(Cn2cc(C(=O)NN)c(=O)c3ccc(F)cc32)cc1
33) Cc1ccccc1C(=O)Nc1ccc2c(c1)nc(CCNC(=O)c1ccco1)n2C
34) Cc1nnc2ccc(-c3ccc(NC(=O)c4ccco4)cc3)nn12
35) CC(C)c1csc(CN2CCC(CO)(Cc3ccccc3)CC2)n1

compound no.	31	32	33	34	35
IMP-1 inhibitor	-3.3	-2.5	-1.6	-3.8	-2.1
CRFBP-R2 block	20	2	7	5	-13
IDE act	0	0	1	1	7
SUMO HTRF inh	-23	-11	-1	20	-6
GalR3 antagonist	-2	-7	2	0	-1
VIM-2 inh	-2.5	-1.6	-2.9	-0.9	-3.6
IDE cell inh	3	0	3	12	3
NS3 helicase inh	-7	0	1	1	1
pCIP destab	-1	6	-1	-7	-5

36) COc1ccccc1/C=C/C1=NC(=C\N(C)C)/C(=O)O1
37) CCCS(=O)(=O)N1CCN=C1SCc1cccc2ccccc12
38) COc1ccc(NC(=S)N2CCN(Cc3ccc(C)cc3)CC2)cc1
39) CC(C(=O)Nc1cccc(Br)c1)c1ccc([N+](=O)[O-])cc1 (stereo not drawn)
40) CCOC(=O)CNC(=O)CSc1ncnc2c1cnn2-c1ccc(OC)cc1

compound no.	36	37	38	39	40
IMP-1 inhibitor	2.0	-0.3	-2.4	-2.1	-3.6
CRFBP-R2 block	-6	3	-7	24	10
IDE act	-5	6	-1	3	2
SUMO HTRF inh	28	-2	-4	-17	10
GalR3 antagonist	0	-2	-7	-2	9
VIM-2 inh	-0.7	1.6	-3.5	-0.3	-3.0
IDE cell inh	-11	-4	-1	4	0
NS3 helicase inh	4	-5	-1	-5	9
pCIP destab	-6	8	-12	-8	-12

41) O=C(Cn1nnc2ccccc2c1=O)N1CCCc2ccccc21
42) CC(=O)Nc1ccc(Nc2ncnc3c2cnn3-c2cccc(C)c2)cc1
43) COC(=O)[C@@]1(Cc2ccc(F)cc2)[C@H]2c3cc(C(=O)N4CCCC4)n(CCc4ccc(O)c(O)c4)c3C[C@H]2CN1C(=O)c1ccccc1
44) COc1ccc(OC)c(C(=O)COC(=O)c2c(OC)cccc2OC)c1
45) COc1cccc(OCC(O)CN(CCO)Cc2ccccc2)c1 (stereo not drawn)

compound no.	41	42	43	44	45
IMP-1 inhibitor	0.8	-0.2	0.4	-1.4	-1.6
CRFBP-R2 block	31	-12	nt	18	-4
IDE act	0	5	nt	7	-1
SUMO HTRF inh	-8	-5	14	11	10
GalR3 antagonist	-7	-6	nt	2	-4
VIM-2 inh	-0.7	-2.6	1.4	-1.8	1.8
IDE cell inh	2	1	-2	1	-2
NS3 helicase inh	9	-6	-28	-8	-13
pCIP destab	-14	10	-15	-11	8

46) COc1ccc(CNC(=O)c2ccc(Cn3nc(C)c([N+](=O)[O-])c3C)o2)cc1
47) COc1cccc(NS(=O)(=O)c2c(C(=O)N3CCCCCC3)c(C)n(C)c2C)c1
48) COc1ccc(CNc2ncnc3ccccc23)cc1
49) CC(C)(C)NC(=O)COC(=O)CCC(=O)c1ccc(F)cc1
50) C#CCOc1ccc(C2C(C#N)=C(N)Oc3cc(O)ccc32)cc1 (stereo not drawn)

compound no.	46	47	48	49	50
IMP-1 inhibitor	-1.9	-1.3	-1.5	-4.2	-3.1
CRFBP-R2 block	8	-18	7	1	6
IDE act	2	1	-7	0	-10
SUMO HTRF inh	-5	3	4	4	2
GalR3 antagonist	-1	-5	-8	-2	-4
VIM-2 inh	-1.3	0.7	-1.3	-4.5	-1.3
IDE cell inh	10	-2	-1	8	-4
NS3 helicase inh	-3	7	-2	-11	4
pCIP destab	-7	13	1	10	4

51) COC(=O)Cc1ccc(NC(=S)N2CCN(c3cc(Cl)ccc3C)CC2)cc1
52) COCC(=O)Nc1ccc2c(c1)OCO2
53) CCOC(=O)c1sc(NC(=S)NC(=O)CC(C)C)cc1C
54) NC(c1ccccc1)c1ccncc1 (stereo not drawn)
55) O=C(CC(SCCO)c1ccc([N+](=O)[O-])cc1)c1ccco1 (stereo not drawn)
56) CCOc1ccc(N(C)S(=O)(=O)c2ccc(C)c(C(=O)NCc3cccs3)c2)cc1

compound no.	51	52	53	54	55	56
IMP-1 inhibitor	-3.1	-1.8	1.2	-3.5	-1.5	nt
CRFBP-R2 block	-17	-6	-11	-1	-6	4
IDE act	nt	7	-2	6	5	0
SUMO HTRF inh	6	14	-16	-16	10	nt
GalR3 antagonist	-1	-1	-3	-10	2	0
VIM-2 inh	-2.5	-0.6	-1.7	-2.0	0.5	nt
IDE cell inh	5	2	1	2	0	1
NS3 helicase inh	-12	-17	-11	-2	-4	nt
pCIP destab	-16	-20	-2	9	5	nt

Molecules listed so far with a thiophene ring, fused or not, in the order listed:
8) O=C(C1CCN(S(=O)(=O)c2cccs2)CC1)N1CCc2ccccc2C1
24) O=S(=O)(Nc1nc2ccccc2nc1NCC1CCCO1)c1cccs1 (stereo not drawn)
53) CCOC(=O)c1sc(NC(=S)NC(=O)CC(C)C)cc1C
56) CCOc1ccc(N(C)S(=O)(=O)c2ccc(C)c(C(=O)NCc3cccs3)c2)cc1

compound no.	8	24	53	56
IMP-1 inhibitor	-1.6	-2.2	1.2	nt
CRFBP-R2 block	2	13	-11	4
IDE act	-2	1	-2	0
SUMO HTRF inh	15	3	-16	nt
GalR3 antagonist	6	-6	-3	0
VIM-2 inh	0.7	-0.9	-1.7	nt
IDE cell inh	-2	1	1	1
NS3 helicase inh	2	0	-11	nt
pCIP destab	3	-2	-2	nt
